RXFP1 ag: qHTS Assay for Agonists of the Relaxin Receptor RXFP1. HEK293T-RXFP1 cAMP TR-FRET, 30 min; response scale: percent of porcine relaxin response, buffer zero. Potency, µM (highest dose often 57.5 µM), for the others: at the top dose activation, most hits filed as activators. 370,000 tested, 0.3% active. AID 2676, 2010; active = well fitted activation curve with a large enough effect; inconclusive = small, poorly fitted or top-dose-only effect; note: potency is the fitted concentration of half-maximal effect; % is set by controls: 0 for no effect and ±100 for the full control effect; nearly all actives have a fitted effect of over 60% in size; many of its hits are not listed in these tables
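Agonist response is measured as cAMP accumulation in an RXFP1-transfected HEK293T line under PDE4 inhibition. Values are scaled between buffer-only and 29 nM porcine relaxin, and EC50s come from standard Hill equation fits.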
D1 agonist: Allosteric Agonists of the Human D1 Dopamine Receptor: qHTS; 360,000 tested, 1% active; AID 504660, 2011; activation, % at 2 µM; HEK293 T-REx D1 cells, calcium flux, agonist mode; in the data active = activation above about 30%; note: 0% is about no effect
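Agonism was scored from calcium flux recorded over 180 s (1 read/s) after pintool compound addition, following a 10-cycle baseline. Cells were inducible force-coupled HEK293 TREx D1, plated overnight at 30 C and loaded with no-wash calcium dye.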
RXFP1 antag: qHTS Assay for Antagonists of the Relaxin Receptor RXFP1; activity change, negative = inhibition, % at 57.5 µM; HEK293-RXFP1, relaxin-stimulated cAMP HTRF, 30 min; active compounds read low; Relaxin receptor 1 (Homo sapiens), Q9HBX9; 350,000 tested, 0.59% active;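 active = activity change of -60% or lower, but not beyond a set lower limit; inconclusive = change between -60% and -40%, or beyond the set limit; inactive = change above -40%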; note: % is set by controls: 0 for no effect and ±100 for the full control effect
D2 potentiator: HTS Assay for Positive Allosteric Modulators of the Human D2 Dopamine Receptor: Primary Screen for Potentiators | 340,000 tested, 0.34% active | HEK293 T-REx D2, calcium flux, EC20 dopamine potentiation | D(2) dopamine receptor (Homo sapiens), P14416 | potentiation, % at 10 µM;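 active = potentiation over 3 SD above the plate norm, cut at about 30% in these data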; note: 0% is about no effect
Target sequence (P14416 whole entry, looked up): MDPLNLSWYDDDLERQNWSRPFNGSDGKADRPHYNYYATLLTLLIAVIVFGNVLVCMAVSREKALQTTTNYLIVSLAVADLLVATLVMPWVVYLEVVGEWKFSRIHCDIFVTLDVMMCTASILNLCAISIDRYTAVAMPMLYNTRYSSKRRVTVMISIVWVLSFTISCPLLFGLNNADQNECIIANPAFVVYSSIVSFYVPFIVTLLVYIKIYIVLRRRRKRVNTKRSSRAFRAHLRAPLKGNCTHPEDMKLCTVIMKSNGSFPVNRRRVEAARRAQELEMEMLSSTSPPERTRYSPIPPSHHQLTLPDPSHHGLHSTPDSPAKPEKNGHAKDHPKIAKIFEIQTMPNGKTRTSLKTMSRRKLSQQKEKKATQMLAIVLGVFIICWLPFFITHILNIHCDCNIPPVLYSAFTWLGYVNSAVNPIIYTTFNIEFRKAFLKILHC
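Calcium flux readout, no-wash dye, 1 read/s. Inducible HEK293 Trex D2 line, overnight 30 C. Compound alone 180 s (agonist flags), then EC20 dopamine, another 180 s to score potentiation.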
D1 potentiator: Potentiators of Human D1 Dopamine Receptor: qHTS; D(1A) dopamine receptor (Homo sapiens), P21728; HEK293 TREx D1 cells, calcium flux, dopamine EC20 potentiation; potentiation, % at 10 µM; 360,000 tested, 0.036% active; in the data active = potentiation above about 30%; note: 0% is about no effect
D2 agonist: HTS Assay for Allosteric Agonists of the Human D2 Dopamine Receptor: Primary Screen for Agonists; D(2) dopamine receptor (Homo sapiens), P14416; HEK293 T-REx D2 cells, calcium flux agonist mode; activation, % at 2 µM; 340,000 tested, 0.53% active;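 active = activation over 3 SD above normal in the single-dose calcium agonist read, cut at about 30% in these data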; note: 0% is about no effect
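Calcium-flux readout, 1 cycle/sec over 180 s following compound pin transfer, in inducible HEK293 Trex D2 cells (force-coupled); dopamine controls included. Positive calcium responses during this window marked compounds as potential agonists.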
D2 antag: HTS Assay for Allosteric Antagonists of the Human D2 Dopamine Receptor: Primary Screen for Antagonists; HEK293 TREx D2 cells, calcium flux, dopamine EC80; 340,000 tested, 2% active; inhibition, % at 10 µM; D(2) dopamine receptor (Homo sapiens), P14416; in the data active = inhibition above about 30%; note: 0% is about no effect
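Overnight-induced (tetracycline, 30 C) HEK293 T-REx cells carrying force-coupled D2 receive a no-wash calcium dye, then compound, then EC80 dopamine at 180 s; signals are read kinetically throughout.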
TRHR PAM: qHTS for Small Molecule Agonists and Allosteric Enhancers of Human TRH Receptor: Primary Screen for Enhancers; Thyrotropin-releasing hormone receptor (Homo sapiens), P34981; TRHR cells, fluo-8 calcium fluorescence, EC20 TRH enhancement; enhancement, % at 2 µM; 360,000 tested, 0.66% active; AID 493056, 2011; in the data active = enhancement above about 30%; note: 0% is about no effect
Target sequence (P34981 whole entry, looked up): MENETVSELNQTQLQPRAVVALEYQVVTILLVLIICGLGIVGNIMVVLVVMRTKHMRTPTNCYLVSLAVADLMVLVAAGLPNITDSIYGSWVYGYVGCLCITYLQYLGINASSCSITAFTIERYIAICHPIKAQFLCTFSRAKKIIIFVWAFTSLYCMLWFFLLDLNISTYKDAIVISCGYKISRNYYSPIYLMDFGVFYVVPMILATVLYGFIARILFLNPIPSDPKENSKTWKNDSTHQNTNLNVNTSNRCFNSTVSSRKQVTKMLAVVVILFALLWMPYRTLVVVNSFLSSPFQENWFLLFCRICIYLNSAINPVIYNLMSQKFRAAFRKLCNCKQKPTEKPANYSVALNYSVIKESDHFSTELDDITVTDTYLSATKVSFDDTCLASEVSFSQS
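Enhancer read-out: after compound pinning and an initial kinetic agonist-mode read, an EC20 of TRH (10 nM final) was injected and fluo-8 calcium signal (Ex 480/Em 530) followed at 1 s/cycle for 100 cycles in TRHR-expressing cells.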
D1 antag: Antagonist of Human D 1 Dopamine Receptor: qHTS; HEK293 TREx D1 cells, calcium flux, dopamine EC80; active compounds read low; 360,000 tested, 3.2% active; D(1A) dopamine receptor (Homo sapiens), P21728; activity change, negative = inhibition, % at 10 µM; in the data active = activity change below about -30%; note: % is set by controls: 0 for no effect and ±100 for the full control effect
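After overnight tetracycline induction at 30 C, force-coupled D1 HEK293 cells took up a no-wash calcium dye at room temperature. Compounds were added and monitored 180 s, and the response to EC80 dopamine was then recorded.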
The depositor's hits bear a star; ? = inconclusive; · = no result given; & = joins results of further samples. These rows are one share of the data; count on the stated rates, not on these rows.

SMILES	RXFP1 ag	D1 agonist	RXFP1 antag	D2 potentiator	D1 potentiator	D2 agonist	D2 antag	TRHR PAM	D1 antag
CC(C)CC(COCc1ccc(C(F)(F)F)cc1)N1CCN(C(=O)c2ccc(C(F)(F)F)cc2)CCC1=O (configuration not stated)	7.0%	3	·	-6	-9	1.5	18	4	11
Cc1ccc(S(=O)(=O)N2CCN(C(=O)CCC(=O)OCC(=O)Nc3cccc(C#N)c3)CC2)cc1	0.8%	4	8	12	-10	0.1	-4	-3	-8
Cc1c(Cc2ccccc2)c(=O)oc2c(C)c(OCc3nn[nH]n3)ccc12	6.7%	1	2	-4	-2	-0.4	0	1	-27
CCOC(=O)C1CCCN(C(=O)CC(c2ccccc2)c2ccccc2)C1 (configuration not stated)	-2.2%	-1	14	6	-10	0.7	-12	-10	10
Cc1ccc(S(=O)(=O)N2CCN(S(=O)(=O)N3CCC(C)CC3)CC2)cc1C	1.3%	0	-2	1	-13	0.2	-3	-7	-16
Cc1cc(-c2ccc(Cl)cc2)oc(=O)c1NC(=O)c1ccccc1	0.5%	5	1	12	-4	-0.3	10	-2	1
CCCCn1c(N)c(N(CC(C)C)C(=O)c2cccc(S(=O)(=O)N3CC(C)OC(C)C3)c2)c(=O)[nH]c1=O (configuration not stated)	-1.7%	0	-1	11	-4	0.4	3	2	24
CCc1ccc2oc(=O)cc(CN(C)Cc3ccccc3)c2c1	2.0%	4	-32	-5	-2	-0.5	-1	-3	-15
CCC(CO)N=CC1=C(O)CC(C)(C)CC1=O (configuration not stated)	2.4%	2	1	-4	2	0.9	9	-3	-2
O=C(/C=C/c1cccs1)Nc1ccc(N2CCOCC2)c(S(=O)(=O)Nc2cc(Cl)ccc2Cl)c1	1.0%	5	2	-4	-3	2.1	9	2	-12
CCN(CC)CCN(C(=O)Cn1nnc(-c2ccc(OC)c(OC)c2)n1)C(C(=O)NC1CCCC1)c1ccc(F)cc1 (configuration not stated)	2.2%	1	-22	-3	7	0.6	2	-10	-12
COc1ccc([N+](=O)[O-])cc1NS(=O)(=O)c1cc(C(=O)NCc2cccnc2)ccc1Cl	1.0%	2	14	6	-7	-0.8	18	5	18
COc1ccc(S(=O)(=O)NCCSC(C)(C)C)cc1	2.4%	0	0	3	-7	-0.1	-24	0	7
CN(C)CCOC(=O)Cc1ccc(Cl)cc1	1.5%	4	12	-6	-3	0.4	-3	5	-9
O=C(CSc1nnc(-c2ccccc2)c(-c2ccccc2)n1)Nc1ncc(Cl)cc1Cl	-0.6%	2	-2	11	7	1.0	6	-1	0
CCC(=O)N1c2ccccc2CC1C(=O)NCc1ccc(CC)cc1 (configuration not stated)	-0.4%	2	6	-1	3	13	·	-6	-1
CC(SC#N)C(=O)C12CC3CC(CC(C3)C1)C2 (configuration not stated)	1.2%	3	-15	5	-12	0.8	-25	2	12
COc1ccc(CCNC(=O)c2ccc3c(c2)N(Cc2c(F)cccc2Cl)C(=O)CS3)cc1OC	-0.3%	6	-13	-6	1	0.2	·	-17	-14
CC(C)c1ccc(NC(=O)Cn2c(=O)n(CC3CCC(C(=O)NCCc4ccccc4)CC3)c(=O)c3ccccc32)cc1 (configuration not stated)	3.5%	0	·	14	-1	-0.9	·	3	10
CCOC(=O)c1c(NC(=O)C(NCCN(C)C)c2ccccc2)sc2c1CCCC2 (configuration not stated)	0.6%	15	?	·	·	·	·	0	11
COC(=O)Cn1c(=NC(=O)c2ccc(S(=O)(=O)N3CCc4ccccc4C3)cc2)sc2cc(OC)ccc21	9.9%	1	·	2	-13	3.2	19	-4	-5
NC(N)=N/N=C/c1cccc(Cl)c1Cl	0.3%	14	-24	·	-8	·	·	4	-10
COc1cccc(C(c2nnnn2Cc2ccccc2)N2CCN(C3CCCC3)CC2)c1OC (configuration not stated)	-1.3%	2	-7	-9	0	-1.7	-10	3	-6
O=C(CCN1C(=O)[C@@H]2Cc3ccccc3CN2C1=O)NCc1ccccc1	0.1%	0	17	11	2	-0.3	-3	4	13
Cc1ccc(CN2CCc3nc(N4CCN(c5ccccc5F)CC4)ncc3C2)s1	-3.6%	-1	-14	9	0	-1.6	·	3	-7
O=C(O)c1ccccc1C(=O)NCc1ccccc1	3.5%	3	0	3	0	0.3	-5	0	15
C/C(=N\Nc1cccc(C(F)(F)F)c1)c1ccc(O)cc1	-1.5%	-3	-11	-6	-3	-0.5	-9	1	-6
O=C(Oc1ccc(F)cc1)c1nc(SCc2ccc(F)cc2)ncc1Cl	-0.4%	2	-2	7	1	·	·	-2	3
CN1CCN(/N=C/c2ccc(C#N)cc2)CC1	-1.1%	12	4	·	-8	·	·	-1	15
Cn1c(=O)n(C/C=C/c2ccccc2)c(=O)c2c1nc1n2CCCN1Cc1ccccc1	8.4%	2	14	10	-1	3.3	-11	9	6
O=c1cnnc(Nc2ccc(Cl)c(C(F)(F)F)c2)[nH]1	4.1%	4	-1	1	-1	0.1	-2	-1	-7
Clc1cccc(N2CCN(c3c4c(nc5nncn35)CCC4)CC2)c1	7.9%	4	-3	15	1	1.5	·	4	14
COc1ccc(C(=O)c2cn(Cc3cccc(C)c3)c3cc4c(cc3c2=O)OCCO4)cc1OC	1.2%	5	-81*	-1	-2	0.3	·	1	-5
COc1ccc(NC(=O)Cn2c(-c3ccc(F)cc3)cc(C(C)=O)c2C)c(OC)c1	12%	2	-1	-10	-4	-0.4	·	-1	-9
COc1cc(OC)cc(C(=O)Nc2ccc(-c3nc4cc(C(C)C)ccc4o3)cc2)c1	1.9%	7	·	1	-1	1.7	·	3	-3
Cc1cc(C)nc(-n2nc(C)c3c(C)c(C)c(C)nc32)n1	-0.2%	1	·	8	-2	0.3	5	-18	-7
Cn1c(-c2ccccc2)n[nH]c1=S	8.7%	0	-19	-5	0	0.8	15	1	-17
CC1OC(Nc2cccc3ccccc23)C(O)C(O)C1O (configuration not stated)	1.3%	2	1	-1	-8	1.4	-7	4	0
O=C(CSc1c[nH]c2ccccc12)NC1CCCC1	4.8%	1	-8	-3	-2	-0.6	1	0	-1
O=C(CSCc1ccccc1)NNc1c(F)c(F)cc(F)c1F	-0.8%	4	2	-3	2	-4.1	-5	-9	-1

Brought forward from above: 5 entries, then new ones.
SMILES	RXFP1 ag	D1 agonist	RXFP1 antag	D2 potentiator	D1 potentiator	D2 agonist	D2 antag	TRHR PAM	D1 antag
Cc1cc(C)nc(-n2nc(C)c3c(C)c(C)c(C)nc32)n1	-0.2%	1	·	8	-2	0.3	5	-18	-7
Cn1c(-c2ccccc2)n[nH]c1=S	8.7%	0	-19	-5	0	0.8	15	1	-17
CC1OC(Nc2cccc3ccccc23)C(O)C(O)C1O (configuration not stated)	1.3%	2	1	-1	-8	1.4	-7	4	0
O=C(CSc1c[nH]c2ccccc12)NC1CCCC1	4.8%	1	-8	-3	-2	-0.6	1	0	-1
O=C(CSCc1ccccc1)NNc1c(F)c(F)cc(F)c1F	-0.8%	4	2	-3	2	-4.1	-5	-9	-1
CC(C(=O)O)N(c1ccccc1Cl)S(C)(=O)=O (configuration not stated)	0.2%	1	·	-19	-3	0.1	3	1	-11
O=C1CN(C(=O)c2cccc(Br)c2)c2ccccc2N1	0.5%	1	10	1	-3	0.1	-3	10	-18
COc1ccc(NC(=S)N2CCCCC2c2cccnc2)cc1 (configuration not stated)	1.8%	0	3	1	-7	0.0	11	-2	-1
Cc1ccc(NS(=O)(=O)c2ccc(-n3cccn3)cc2)c(C)c1	1.0%	11	2	13	4	0.4	-19	1	-19
O=C(c1cccc(N2CCCC2=O)c1)N1CCN(c2ccccc2)CC1	0.1%	1	-2	25	-3	0.3	29	-1	-31*
COc1ccc(S(=O)(=O)N(CC(=O)N(C)Cc2ccccc2)c2ccc(Cl)cc2)cc1	0.1%	9	·	2	-4	0.5	·	-6	-4
COc1ccc(NC(=O)c2sc(SC)nc2N)cc1	0.6%	0	-12	6	-3	-1.1	-14	4	-2
Cc1ccc(C)c(NC(=O)CCC(=O)NNC(=S)Nc2ccccc2)c1	2.0%	1	-2	9	1	-0.8	7	0	2
O=C(NC1CCCC1)c1c[nH]c2ccc(S(=O)(=O)Nc3cccc(C(F)(F)F)c3)cc2c1=O	-0.3%	8	·	17	3	1.3	·	1	-1
CC1CCN(CCn2c(=S)[nH]c3ccccc3c2=O)CC1	14%	0	-22	-12	-5	-0.3	31*	1	-1
Cc1cc(S(=O)(=O)Nc2nc(CN3CCOCC3)nc3sc4c(c23)CCCC4)ccc1F	3.5%	2	-4	12	-4	0.2	6	6	-1
CC(C)c1ccc(N(CC(=O)N/N=C/c2ccc(OC3CSC3)cc2)S(=O)(=O)c2ccccc2)cc1	-1.1%	2	-7	-1	-7	0.3	-1	-3	-4
COC(=O)c1ccc2c(=O)n(-c3ccccc3)c(SCN3C(=O)c4ccccc4C3=O)nc2c1	-1.5%	2	1	11	-1	0.5	-13	1	10
Cc1ccccc1OCC(=O)NNC(=O)Cc1ccc(S(=O)(=O)N2CCOCC2)s1	0.1%	-1	-9	4	-5	1.0	24	-1	-38*
Cc1ccc(N2CC(c3nc4ccccc4n3C)CC2=O)cc1C (configuration not stated)	0.4%	2	-1	·	-7	·	·	2	-12
Cc1cc(=O)oc2cc(OS(C)(=O)=O)ccc12	4.5%&0.8%	0&3	9	17&3	1&-2	0.9&0.8	-4&14	-1&-8	3&5
C=CCN(Cc1cccc(OC)c1OC)S(=O)(=O)N(C)C	-3.4%	5	27	-1	2	0.4	1	3	9
N#Cc1c(SCc2ccc(Cl)cc2)sc(C(=O)c2ccccc2)c1N	3.0%	4	-7	-6	-8	3.6	5	1	-1
Cc1nn(-c2ccccc2)cc1/C=N/NS(=O)(=O)c1ccccc1	2.5%	2	-7	-4	-5	-0.9	1	-1	-13
COc1cccc(NC(=O)CCN2CCN(c3ccccc3)CC2)c1	-3.7%	0	0	3	-3	-1.6	·	7	-6
